uPA surface inh: qHTS for Inhibitors of Cell Surface uPA Generation. cell surface uPA generation assay, qHTS. Potency, µM (series often up to 38.3 µM), inactives show at the highest dose activity change, negative = inhibition, hits mostly inhibitors. actives 0.31% (n = 330,000). AID 540303, 2011; active = well fitted inhibition curve with a large enough effect; inconclusive = small, poorly fitted or top-dose-only effect; inactive = no such curve, though single readings can be large or run the other way; tested in mouse RAW 264.7 cells; also: potency is read from the fitted curve at half-maximal effect; % is scaled to controls: 0 for no effect and ±100 for the full control effect; nearly all actives have a fitted effect of over 55% in size
Tb PFK block: qHTS Assay to Find Inhibitors of T. brucei phosphofructokinase. ATP-dependent 6-phosphofructokinase (Trypanosoma brucei brucei), O15648. actives 0.17% (n = 330,000). Potency, µM (titrated, usually from 57.5 µM), without a hit: top-dose activity, negative = inhibition, usual class: inhibitors. T. brucei PFK, ADP-Glo luminescence;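 also: potency is read from the fitted curve at half-maximal effect; 0% = uninhibited 1x PFK enzyme wells and -100% = no-enzyme wells; nearly all actives have a fitted effect of over 60% in size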
Target sequence (O15648 whole entry, looked up): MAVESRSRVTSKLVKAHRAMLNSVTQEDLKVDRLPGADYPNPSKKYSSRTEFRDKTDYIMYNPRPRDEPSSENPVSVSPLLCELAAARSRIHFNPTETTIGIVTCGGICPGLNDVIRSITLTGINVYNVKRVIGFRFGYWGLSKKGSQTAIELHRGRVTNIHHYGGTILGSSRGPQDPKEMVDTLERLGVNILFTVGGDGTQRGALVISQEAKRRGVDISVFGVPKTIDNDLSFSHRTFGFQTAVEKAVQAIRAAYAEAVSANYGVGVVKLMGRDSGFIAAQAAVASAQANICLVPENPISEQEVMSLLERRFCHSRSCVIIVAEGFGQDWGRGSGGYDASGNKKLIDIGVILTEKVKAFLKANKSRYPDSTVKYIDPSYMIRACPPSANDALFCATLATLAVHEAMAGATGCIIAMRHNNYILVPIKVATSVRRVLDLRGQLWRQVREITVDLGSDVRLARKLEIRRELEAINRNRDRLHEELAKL
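Activity is normalized to no-enzyme wells (full inhibition) and 1.25 nM enzyme wells (no inhibition). Reaction: 0.5 mM F6P, 0.1 mM ATP, 45 min RT, ADP-Glo luminescence; concentration-response curves fitted and classed by quality.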
Gal4-VP16 FLuc: VP16 counterscreen qHTS for inhibitors of ROR gamma transcriptional activity; Drosophila S2 Gal4-VP16 UAS-luciferase, luminescence, 20 h; AID 2546, 2010; Potency, µM (highest dose often 53.6 µM), for the others: at the top dose activity, negative = inhibition, most hits filed as inhibitors; actives 3.5% (n = 310,000);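 also: Gal4-VP16 expression switched on by copper sulfate through the metallothionein promoter; potency is read from the fitted curve at half-maximal effect; % is scaled to controls: 0 for no effect and ±100 for the full control effect; nearly all actives have a fitted effect of over 50% in size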
Rab9 promoter act: qHTS Assay for Rab9 Promoter Activators. Huh7 Rab9 promoter-luciferase reporter, luminescence, 24 h. Potency, µM (highest dose often 9.22 µM), for the others: top-dose activation, negative = inhibition, usual class: activators. actives 2.8% (n = 320,000). AID 485297, 2010; also: potency is read from the fitted curve at half-maximal effect; % of control where 0% means no effect; nearly all actives have a fitted effect of over 60% in size
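Cell-based reporter: Huh7 stable for Rab9 promoter-driven luciferase, plated in reduced-serum medium with 10% FBS at 1500 cells/well, compound-treated 24 h at 37 °C, luminescence read after 10 min reagent.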
FLuc counter: qHTS profiling assay for firefly luciferase inhibitor/activator using purifed enzyme and Km concentrations of substrates (counterscreen for miR-21 project); Potency, µM (series often up to 57.5 µM), for inactives: top-dose activity change, negative = inhibition, hits mostly inhibitors; actives 6.9% (n = 360,000); purified FLuc, Km substrates, luminescence inhibition; AID 588342, 2011;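 also: potency is read from the fitted curve at half-maximal effect; plate controls were vehicle for no effect and reference inhibitor for full effect; nearly all actives have a fitted effect of over 55% in size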
Target sequence (P08659 whole entry, looked up): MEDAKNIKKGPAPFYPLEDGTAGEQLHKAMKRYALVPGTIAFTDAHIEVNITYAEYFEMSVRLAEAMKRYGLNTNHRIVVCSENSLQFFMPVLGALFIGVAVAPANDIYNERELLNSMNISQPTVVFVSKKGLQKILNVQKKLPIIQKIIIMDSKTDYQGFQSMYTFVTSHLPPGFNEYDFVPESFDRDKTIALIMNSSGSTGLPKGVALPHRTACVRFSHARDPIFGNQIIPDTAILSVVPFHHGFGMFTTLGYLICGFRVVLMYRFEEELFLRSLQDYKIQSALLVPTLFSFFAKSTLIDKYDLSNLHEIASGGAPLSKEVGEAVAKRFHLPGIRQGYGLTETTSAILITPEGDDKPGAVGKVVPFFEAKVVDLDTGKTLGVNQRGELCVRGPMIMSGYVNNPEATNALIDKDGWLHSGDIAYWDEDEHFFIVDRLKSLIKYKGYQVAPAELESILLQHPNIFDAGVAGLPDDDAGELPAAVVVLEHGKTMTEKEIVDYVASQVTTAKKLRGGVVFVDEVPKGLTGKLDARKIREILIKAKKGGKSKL
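Biochemical qHTS of compounds, final roughly 60 µM downward over six points, against 10 nM purified firefly luciferase using Km concentrations of substrates (10 uM D-luciferin, 10 uM ATP) in Tris acetate pH 7.5 buffer; luminescence output.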
Giardia killer: Small Molecules that selectively kill Giardia lamblia: qHTS | activity change, % at 7.66 µM, hits read low | AID 540267, 2011 | Giardia lamblia trophozoite viability | actives 0.15% (n = 340,000); in the data active = activity change below about -80%; inconclusive = between about -30% and that limit;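 also: parasites exposed to compound for two days anaerobically before the ATP read; % is scaled to controls: 0 for no effect and ±100 for the full control effect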
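ATP-content bioluminescence gauges trophozoite survival. Cells (100/well) receive compound and incubate anaerobically for 48 hrs at 37 deg C; detection reagent follows for 15-30 min at room temperature.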
RORg inh: qHTS for inhibitors of ROR gamma transcriptional activity. AID 2551, 2010. Potency, µM (top dose mostly 53.6 µM), inactives show at the top dose activity change, negative = inhibition, usual class: inhibitors. Drosophila S2 Gal4-RORgamma UAS-luciferase reporter, 20 h. actives 5.4% (n = 310,000). Nuclear receptor ROR-gamma (Mus musculus), P51450; also: potency is read from the fitted curve at half-maximal effect; % is scaled to controls: 0 for no effect and ±100 for the full control effect; nearly all actives have a fitted effect of over 60% in size
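Drosophila S2 cells stably expressing Gal4-DBD/mouse RORγ fusion under metallothionein promoter plus UAS-luciferase; compound 1 h, then 700 uM CuSO4 induction for 20 h at ambient temperature; inhibition read as reduced luminescence.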
Coupling enz: qHTS Assay for Inhibitors of Fructose-1,6-bisphosphate Aldolase from Giardia Lamblia: Coupling assay counterscreen | actives 0.67% (n = 290,000) | AID 2472, 2010 | activity change, negative = inhibition, % at 58.2 µM, hits read low | coupling enzyme system counterscreen, AmpLite Red fluorescence; in the data active = activity change below about -30%; also: % is scaled to controls: 0 for no effect and ±100 for the full control effect
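Fluorescence at 525 nm excitation and 598 nm emission measured inhibition of the coupled detection system without aldolase. Compounds (at 57.5 uM final) were preincubated 10 min at room temperature with coupling enzyme reagent before a 20 min substrate/AmpLite Red step.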
ELG1 genotox: qHTS screen for small molecules that induce genotoxicity in human embryonic kidney (HEK293T) cells expressing luciferase-tagged ELG1 | HEK293T ELG1-luciferase reporter, luminescence, 16 h | Potency, µM (top dose mostly 46 µM), without a hit: top-dose activity change, positive = activation, hits mostly activators | actives 1.3% (n = 330,000); also: potency is read from the fitted curve at half-maximal effect; % of control where 0% means no effect; nearly all actives have a fitted effect of over 60% in size
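Reporter readout depends on ELG1 protein level, which increases with genetic stress. After 16 hr compound exposure at 37 °C, luciferase activity was quantified using ONE-Glo.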
NPC1 promoter act: qHTS Assay for NPC1 Promoter Activators; Huh7 NPC1 promoter luciferase reporter, 24 h; Potency, µM (series often up to 9.22 µM), for inactives: at the top dose activation, most hits filed as activators; actives 2.4% (n = 320,000); AID 485313, 2010;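 also: potency is read from the fitted curve at half-maximal effect; % of control where 0% means no effect; nearly all actives have a fitted effect of over 60% in size; reporter is driven by a mutant NPC1 promoter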
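Huh7 reporter cells (NPC1 promoter driving luciferase) are dosed with compound for 24 h at 37 °C, 5% CO2; luciferase detection reagent is then added and luminescence measured after 10 min at ambient temperature.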
KCNH2 3.1 inh: qHTS for Inhibitors of KCHN2 3.1: Mutant qHTS | Potassium voltage-gated channel subfamily H member 2, brain isoform KCNH2 3.1 (human) | U2OS KCNH2 3.1, thallium flux FluxOr; stronger effect = lower value | activity change, % (tested at about 1.8 µM) | actives 0.95% (n = 340,000);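 active = maximum activity change below -70%; inconclusive = maximum activity change from -70% to -50%; inactive = maximum activity change above -50%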;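 also: thallium influx rate constant from kinetic fluorescence after stimulation buffer; % is scaled to controls: 0 for no effect and ±100 for the full control effect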
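Kinetic fluorescence (2 min after stimulation buffer) measures Tl+ influx through KCNH2 3.1 expressed by viral transduction in U2OS cells; the rate constant is normalized against DMSO controls serving as positive and negative references.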
* hit, by the source's call; ? = inconclusive; . = not tested or not shown; & = joins results of further samples; [ ] = another dose, or the depositor's remark. Unless noted, calls follow the shape of the dose curve; as a rule, active = well fitted curve in the direction sought with a large enough effect; inconclusive = small, poorly fitted or top-dose-only effect, or another doubt; inactive = no such curve, though single readings can be large; an effect the other way counts as inactive or inconclusive.

SMILES	uPA surface inh	Tb PFK block	Gal4-VP16 FLuc	Rab9 promoter act	FLuc counter	Giardia killer	RORg inh	Coupling enz	ELG1 genotox	NPC1 promoter act	KCNH2 3.1 inh
Cc1ccc(C)c(OC(=O)c2cccnc2)c1	16%	0%	-6%	2%	1%	-3	-25%[1.91 µM]	2	-1%	1%	3
CN(Cc1ccccc1)C(=O)c1nc2ccccn2c1CNCCOc1cccnc1	8%	1%	-1%	-3%	-2%	0	8%	2	-3%	0%	-5
COc1cc(C(=O)N2CCN(Cc3ccccn3)CC2)cc(OC)c1OC	-4%	?	-1%	6%	-2%	-12	-7%	-1	-2%	0%	-15
COc1ccccc1NC(=O)CSc1nc2ccccc2nc1N1CC(C)OC(C)C1 (stereo unspecified)	1%	2%	-18%	10%	-5%	5	-43%	2	0%	-4%	11
C[C@H](CO)N1C[C@H](C)[C@H](CN(C)C(=O)Nc2ccc(F)cc2)Oc2ccc(NC(=O)NC3CCCCC3)cc2CC1=O	12%	-5%	.	.	.	-7	.	.	5%	.	26
O=C(CNC(=O)c1ccco1)N/N=C/c1ccc(C(=O)O)cc1	0%	-1%	0%	-1%	5%	14	-43%	-1	-6%	0%	2
CCn1c(O)c(C=Nc2ccccc2)oc1=S	1%	-3%	?	19%	-11%	-26	15%	2	8%	0%	3
COCCN(Cc1cc2cc(C)ccc2n2nnnc12)C(=S)Nc1cccc(C)c1	?	-1%	-10%	0%	-3%	-3	?	2	-4%	2%	30
Cc1cc(N2CCOCC2)n2nc(-c3cccc(F)c3)cc2n1	.	4%	1%	-3%	0%	-10	-26%	7	5%	1%	4
CCCS(=O)(=O)N1CCN(Cc2ccccc2OCC)CC1	3%	-1%	1%	-2%	1%	-5	-17%	1	1%	0%	-1
COc1cccc(/C=C/C(=O)NCCc2ccc(OC)c(OC)c2)c1	0%	0%	0%	2%	2%	4	-2%	3	-1%	-3%	8
COc1ccc(NC(=O)CCOc2ccc(C)cc2)c(OC)c1	0%	-2%	-8%	-7%	-8%	10	-1%[1.91 µM]	3	2%	5%	-4
COc1ccc(CCN2C(=O)CC(Nc3ccc(N4CCOCC4)cc3)C2=O)cc1OC (stereo unspecified)	-2%	.	-14%	.	2%	-2	6%	4	.	.	2
Cc1ccc(OCCC(=O)Nc2ccc3c(c2)OCO3)cc1	-20%	5%	.	-1%	-3%	-10	.	.	0%	3%	7
C#CCOCCOCCOCCNc1nc(N2CCN(C(=O)[C@H](Cc3ccc(O)cc3)n3cc([C@@H](N)C(C)CC)nn3)CC2)nc(N2CCN(C(=O)[C@H](Cc3cc4ccccc4[nH]3)n3cc([C@@H](N)Cc4ccc(O)cc4)nn3)CC2)n1 (stereo partly specified)	.	1%	-11%	-1%	-2%	.	1%	5	0%	-4%	.
CC(C)c1ccc(NC(=O)NN2CCOCC2)cc1	-22%	1%	?	3.5µM*	27µM*	4	?	5	16µM*	3.2µM*	29
O=C(CCC1CCCN(C(=O)c2ccc3cc[nH]c3c2)C1)NCc1ccc(F)c(F)c1 (stereo unspecified)	4%	-20%	-3%	17%	?	-19	?	1	2%	0%	7
O=[N+]([O-])c1c(NCc2ccco2)ccc2nonc12	-3%	-8%	-6%	-3%	-2%	6	?	-1	2%	10%	-8
COCCCN1C(=O)C(=O)/C(=C(/O)c2ccc(S(=O)(=O)N3CCOCC3)cc2)C1c1ccc(C)cc1 (stereo unspecified)	4%	1%	5%	4%	0%	1	-10%	.	3%	2%	32
Cc1ccc(C)c(OCC(=O)Nc2ccccc2C(=O)NC2CC2)c1	0%	-5%	-1%	-1%	3%	-29	-23%	.	1%	-1%	3
CCN1CCN(c2ncnc3sc4c(c23)CCC(C)C4)CC1 (stereo unspecified)	-9%	-3%	-2%	4%	-5%	14	0%	1	3%	3%	-4
O=c1[nH]c2ccc(Cl)cc2c(-c2ccccc2)c1[N+](=O)[O-]	13%	0%	-9%	0%	0%	8	1.3µM*	2	-6%	2%	-7
CCCOC(=O)c1ccc(NC(=O)COC)cc1	0%	-3%	20%	6%	?	7	-1%	1	?	2%	15
COC(=O)c1c(N2C(=O)CC(Sc3ccccc3C(=O)O)C2=O)sc(C)c1C (stereo unspecified)	-1%	6%	-4%	-13%	-13%	17	?	2	0%	-7%	2
Cc1ccc(C(=O)COC(=O)c2ccc(O)cc2)cc1	1%	1%	11µM*	3.2µM*	11µM*	-14	?	5	?	?	3
Cc1cc(=O)[nH]c(/N=C(\N)Nc2ccc3c(c2)OCCO3)n1	1%	0%	-11%	3%	0%	19	2%	-2	3%	4%	-2
CCOC(=O)C1CCN(S(=O)(=O)c2ccc(OC)c(C(=O)N3CCCCC3)c2)CC1	-3%	-8%	1%	-10%	2%	-14	1%	-1	0%	-1%	-15
NS(=O)(=O)c1ccc(NC(=O)CNC(=O)c2ccc3c(c2)OCO3)cc1	4%	-4%	.	.	.	-6	.	.	-3%	.	-21
COc1ccc(CC(=O)Nc2ccccc2N2CCCC2)cc1	-4%	1%	9%	22%	1%	47[activator]	-11%	.	-13%	0%	9
COc1ccc(N(CC(=O)NN=C2CCCCCCC2)S(=O)(=O)c2ccccc2)cc1Cl	9%	5%	-1%	-2%	-3%	-6	-16%	3	1%	4%	2
Cc1cc(SCC(=O)Nc2c(C)n(C)n(-c3ccccc3)c2=O)nc2ccccc12	5%	3%	2%	-3%	1%	-23	-38%	.	2%	-1%	12
COc1ccc(S(=O)(=O)N2CCCC2C(=O)Nc2nnc(-c3cccnc3)s2)cc1 (stereo unspecified)	12%	-20%	2%	-15%	-8%	9	?	9	-6%	3%	-2
O=C(CSc1ncnc2sccc12)NCc1ccc2c(c1)OCO2	3%	-3%	.	-1%	-6%	-14	.	.	-3%	1%	13
COC(=O)Nc1nnc(CC(=O)Nc2ccccc2C)s1	0%	3%	-18%	-2%	-1%	0	29%	2	3%	-2%	-11
COc1cc(OC)cc(-c2c(-c3ccc(F)cc3)c3cc(-c4ccc5c(c4)OCCO5)ccc3n2C)c1	2%	10%	.	.	.	-18	.	.	-1%	.	15
CC(C)(C)n1nc2c(c1NC(=O)c1ccc(S(=O)(=O)N3CCCC3)cc1)CSC2	8%	.	3%	.	3%	-16	0%	0	.	.	24
CCOC(=O)C1=C(O)C(=O)N(C2CCCCC2)C1	-1%	-1%	-4%	-4%	0%	4	-34%	-4	-6%	0%	-9
O=[N+]([O-])c1ccc2c(c1)ncn2CCc1ccccc1	-1%	-2%	3%	4%	-3%	-16	-7%	0	-4%	0%	13
CCOC(=O)CN1C(=O)S/C(=C/c2ccco2)C1=O	0%	4%	16%	-1%	-14%	24	?	-2	2%	-3%	-3
CCCOc1ccc(C(=O)Nc2ccc(Cl)cn2)cc1	-6%	4%	-18%	0.5µM*	0.85µM*	?	-44%	-5	?	0.71µM*	-8
CC(C)CN1CCNC(=O)C1CC(=O)NCCc1ccc(C(F)(F)F)cc1 (stereo unspecified)	0%	2%	1%	-1%	-2%	-10	8%	-4	0%	-7%	2
c1ccc(Cn2nnnc2C(c2cccnc2)N2CCN(C3CCCCC3)CC2)cc1 (stereo unspecified)	7%	-9%	-4%	-2%	-7%	-7	-2%	-9	-5%	11%	6
Cn1c(=O)[nH]c(=O)c2c1nc(N1CCN(CCO)CC1)n2Cc1ccccc1Cl	5%	2%	7%	1%	-2%	4	0%	-1	3%	3%	19
CCCCn1c(CNC(=O)Cc2ccccc2)nc2ccccc21	5%	-3%	-16%	-7%	-2%	6	?	0	-6%	-3%	5
COc1cccc(CN2CCN(C(=O)c3cccc(OC)c3)CC2)c1	0%	-3%	-6%	4%	-1%	-12	13%	-1	-11%	-1%	12
Cc1nn(-c2ccc(N3CCOCC3)nn2)c(C)c1CCC(=O)NCc1ccc(F)cc1	-5%	-2%	-11%	-8%	1%&4%	16	-10%	6	2%	-2%	3
Cc1ccc(-c2c3c(=O)n(C)c(=O)n(C)c3cn2Cc2ccccc2)cc1	-1%	7%	1%	-6%	?	2	0%	0	-2%	2%	-6
Cc1cc(Nc2cc(C(=O)O)ccc2C)n2ncnc2n1	10%	-2%	4%	-7%	0%	8	-3%	3	-1%	-1%	-5
